# TAAR1 antagonist – human TAAR1 antagonism; inhibition, % at 3 µM; Q96RJ0; 1.5% of 360,000 active; CHO RD-HGA16 TAAR1, Fluo-8 calcium fluorescence, antagonist; AID 624466;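 active = inhibition above a per-plate cutoff, the mean inhibition of test compounds on that plate plus 3 SD, cut at about 49% in these data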;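 note: 0% = DMSO plus EC80 beta-PEA response and 100% = DMSO alone without agonist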
# Target sequence (Q96RJ0 whole entry, looked up): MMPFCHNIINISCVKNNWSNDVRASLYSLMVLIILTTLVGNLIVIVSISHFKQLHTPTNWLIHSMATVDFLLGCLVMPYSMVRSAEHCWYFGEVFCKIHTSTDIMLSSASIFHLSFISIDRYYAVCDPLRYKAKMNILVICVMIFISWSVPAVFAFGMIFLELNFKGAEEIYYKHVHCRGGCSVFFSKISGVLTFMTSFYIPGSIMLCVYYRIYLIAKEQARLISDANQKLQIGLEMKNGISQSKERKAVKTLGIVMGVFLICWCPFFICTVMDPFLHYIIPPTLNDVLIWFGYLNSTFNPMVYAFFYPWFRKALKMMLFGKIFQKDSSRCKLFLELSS
#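 Test system: CHO RD-HGA16 cells bearing hTAAR1 | Reagent: β-PEA, EC80 | Compound dosing: 3 µM, single point | Schedule: Dye loading 75 min at 37 °C, then 30 min room temperature | Signal: Calcium fluorescence with Fluo-8 | Evaluation: Percent inhibition of PEA-evoked calcium signal, max/basal emission ratio | Control set: DMSO-only wells and EC80 β-PEA-stimulated wells | Repeats: Singlicate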
# CHO-K1 Ca ag – nonselective activator or artifact in parental CHO-K1 cells; Fluo-8 calcium fluorescence; scaled to maximal ATP response, vehicle zero; activation, % at 3 µM; 0.48% of 360,000 active; AID 602248; in the data active = activation above about 15%;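 note: untransfected CHO-K1 host cells lacking M1 receptor as counterscreen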
# CHO-K1 Ca PAM – counter-screen for M1 PAMs: effect in parental CHO-K1 cells; ATP EC20, Fluo-8 calcium fluorescence; 0% at ATP EC20, 100% at ATP max; activation, % at 3 µM; 0.02% of 360,000 active; AID 602247;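 active = activation above the run cutoff, the mean activation of all test compounds plus 3 SD, cut at about 40% in these data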;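 note: peak over basal fluorescence ratio in a 140 s read after ATP addition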
# CHO-K1 Ca antag – counter-screen for M1 antagonists: effect in parental CHO-K1 cells. ATP-induced calcium, Fluo-8 fluorescence. inhibition, % at 3 µM. 0.6% of 360,000 active. AID 602250;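 active = inhibition above a per-plate cutoff, the plate's mean sample inhibition plus 3 SD, cut at about 24% in these data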;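 note: 0% = DMSO plus EC80 ATP and 100% = DMSO alone without ATP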
# CHO parental Ca – counter-screen for OX1R antagonists: effect in parental CHO cells. parental CHO-K1, ATP-induced calcium, Fluo-8 fluorescence. inhibition, % at 5.6 µM. 0.63% of 330,000 active. AID 463079;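 active = inhibition above that plate's mean sample inhibition plus 3 SD, cut at about 26% in these data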;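 note: 0% = ATP-challenged DMSO wells and 100% = DMSO wells without ATP; some compounds past the cut are filed as inactive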
#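 Test system: untransfected parental CHO cell line. Compound: one dose, 5.6 µM nominal. Detection: intracellular calcium via Fluo-8 no-wash fluorescent dye. Measure: % inhibition. Benchmarks: ATP-challenged DMSO wells low, unchallenged DMSO wells high.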
# M1 ag – agonists of human M1 muscarinic receptor; CHO-K1 hM1, Fluo-8 calcium fluorescence, agonist mode; 0% DMSO, 100% acetylcholine EC100; AID 588814; activation, % at 3 µM; 0.33% of 360,000 active;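 active = activation above the run's mean compound activation plus 3 SD, cut at about 16% in these data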;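 note: peak over basal fluorescence ratio within a 140 s kinetic read after compound addition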
# Target sequence (P11229 whole entry, looked up): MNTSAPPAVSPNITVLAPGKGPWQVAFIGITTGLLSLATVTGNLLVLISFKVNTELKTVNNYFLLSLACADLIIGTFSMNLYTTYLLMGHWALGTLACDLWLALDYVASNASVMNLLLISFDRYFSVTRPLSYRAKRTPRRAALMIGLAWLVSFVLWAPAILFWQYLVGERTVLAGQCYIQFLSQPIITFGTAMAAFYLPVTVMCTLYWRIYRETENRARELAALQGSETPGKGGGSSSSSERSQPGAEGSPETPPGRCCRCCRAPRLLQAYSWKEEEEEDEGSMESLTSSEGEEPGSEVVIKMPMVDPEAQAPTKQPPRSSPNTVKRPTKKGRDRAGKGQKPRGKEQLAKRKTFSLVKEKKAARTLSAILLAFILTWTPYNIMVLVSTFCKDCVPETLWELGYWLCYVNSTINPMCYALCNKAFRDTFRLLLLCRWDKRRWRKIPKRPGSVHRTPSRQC
# TAAR1 agonist – agonists of human TAAR1; Q96RJ0; activation, % at 3 µM; 0.99% of 360,000 active; CHO RD-HGA16 TAAR1, Fluo-8 calcium fluorescence; vehicle wells 0%, saturating PEA agonist 100%; AID 624467;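 active = activation above the mean activation of all test compounds in the run plus 3 SD, cut at about 38% in these data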
#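 Repeats: no replicates (n 1) | Material: CHO-derived RD-HGA16 cells with stable Gα16 and human TAAR1 | Technique: Kinetic Fluo-8 calcium fluorescence | Schedule: 17-24 h seeding, 75 min 37 °C dye, 30 min RT | Evaluation: % activation from peak over basal fluorescence ratio, DMSO-to-PEA scaled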
# M1 PAM – human CHRM1 positive allosteric modulation; P11229; CHO-K1 hM1, Fluo-8 calcium fluorescence, ACh EC20; 0% = ACh EC20, 100% = maximal ACh; activation, % at 3 µM; 0.088% of 360,000 active; AID 588819; in the data active = activation above about 19%, passing the limit was not always enough
# M1 antag – blocks human M1 muscarinic receptor | P11229 | CHO-K1 hM1, Fluo-8 calcium fluorescence, ACh EC80 antagonist | inhibition, % at 3 µM | 1.3% of 360,000 active | AID 588852;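 active = percent inhibition above its own plate's cutoff, namely the mean of that plate's compound wells plus 3 SD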;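 note: peak over basal fluorescence ratio during 140 s after agonist addition; 0% = ACh EC80 plus DMSO and 100% = DMSO alone without agonist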
# An asterisk follows results filed as active; . = not tested or not shown.
SMILES,TAAR1 antagonist,CHO-K1 Ca ag,CHO-K1 Ca PAM,CHO-K1 Ca antag,CHO parental Ca,M1 ag,TAAR1 agonist,M1 PAM,M1 antag
CC(C)(C)OC(=O)N1CCC[C@H]1C(=O)O,1,-0.5,10,-18,-11,2,8,20,-16
COc1ccc(N(C(=O)Cn2nnc3ccccc32)C(C(=O)NC(C)(C)C)c2ccc(OC)c(O)c2)cc1 (stereo not given),-4,1.0,30,-18,-21,-2,5,9,-3
COc1ccccc1-c1cc(C(=O)Nc2c(F)cc(F)cc2Br)no1,-3,-0.1,15,-16,-22,-4,0,1,-1
CCOC(=O)/C(C#N)=C/N1CCOCC1,-14,0.2,-8,-4,-1,-6,3,12,-16
COc1ccc(C(=O)/C=C/Nc2ccc([N+](=O)[O-])cc2)cc1,0,1.4,15,-10,-4,-4,0,-3,5
CCC(C)NC(=O)C1CCC(CNS(=O)(=O)c2ccccc2)CC1 (stereo not given),4,0.6,5,3,1,2,6,14,-7
CCCC(=O)Nc1ccc2c(c1)C(=O)NC2=O,-2,0.7,28,-9,2,1,1,9,-12
NS(=O)(=O)c1cccc(NC(=O)Nc2ccc(Cl)cc2)c1,14,11,-4,6,27,5,27,-4,15
CC(=O)Nc1ccc(NC(=O)C2CCN(S(=O)(=O)c3cccc4nonc34)CC2)cc1,-14,-0.1,3,-7,10,-3,12,5,-28
Cc1cccc(N2CCN(c3nc(C)cc(C)c3C#N)CC2C)c1 (stereo not given),18,0.0,-6,4,-28,-2,3,4,9
COC(=O)c1sc2ccccc2c1NC(=O)c1cccs1,11,2.1,15,-21,-17,-1,3,2,-4
COc1ccc(C(=O)COC(=O)c2ccco2)cc1,-10,-0.1,-7,2,-6,-3,11,4,-9
CN(CC(=O)Nc1c(Cl)cccc1Cl)C(=O)CC1Sc2ccccc2NC1=O (stereo not given),-27,0.8,11,-13,-13,-1,1,10,-13
CCNC(=O)N(CCOC)CC1CCCN(C2Cc3ccccc3C2)C1 (stereo not given),-5,0.2,4,0,-12,-8,0,-1,-8
Cc1noc(C)c1C(=O)N1CCCC(Nc2ccc(C(C)C)cc2)C1 (stereo not given),0,0.6,-7,-6,-10,-2,2,2,-2
CC(Sc1nc(N)cc(=O)[nH]1)C(=O)NCC(=O)Nc1ccc(F)c(F)c1F (stereo not given),-5,-0.1,5,-7,-10,-4,7,9,-8
Cc1cc(C(=O)CSc2nnc(-c3ccco3)o2)c(C)n1Cc1ccco1,22,3.1,9,-2,-12,-2,6,-1,1
CCc1ncc(CN2CCC(C(=O)Nc3cccc(-c4cscn4)c3)CC2)cn1,-15,1.5,19,-8,-7,-5,-1,2,-7
Cc1ccc2c(CN3CCN(c4ccc(Cl)c(Cl)c4)CC3)cc(=O)oc2c1,-1,0.1,-1,17,.,6,5,2,-18
CCCCn1cnc2c(c1=O)c1nc3ccccc3nc1n2Cc1ccc2c(c1)OCO2,-6,0.5,14,-14,-18,-3,-1,9,-11
O=C(N/N=C/C=C/c1ccco1)/C(=C/c1ccccc1)NC(=O)c1ccccc1,7,0.6,17,-11,9,-3,1,8,-6
CN=C(C)c1c(O)c2ccccc2oc1=O,3,0.2,12,-13,-12,-12,10,13,-9
Nc1ccccc1Nc1cc(-c2ccccc2)nn1-c1cccc(Cl)c1,15,12,24,-3,2,-8,-1,-1,6
CCc1nc2ccc(C(=O)Nc3ccc(OC)c(OC)c3)cn2c1N(CC)Cc1cccc(Br)c1,-2,-1.0,14,11,.,-7,-1,0,-2
Cc1cc(Br)ccc1NC(=O)CNC(=O)CSc1ncccn1,-14,3.2,2,16,-10,-2,3,-3,10
COc1ccc(S(=O)(=O)N2CN(Cc3ccco3)c3nc4ccccc4nc32)cc1,0,3.0,22,-32,-18,3,7,10,-6
O=C(CSc1nc2c(c(=O)n1-c1ccc(Br)cc1)SCC2)NCC1CCCO1 (stereo not given),.,-0.8,2,-2,-14,-5,.,4,-4
O=[N+]([O-])c1ccccc1CSc1ccccn1,-15,0.6,18,6,2,-6,-2,7,-9
Cc1sc2c(c1C)CN(Cc1ccncc1)CN2C(=O)c1ccco1,9,0.4,2,-13,-22,-11,23,-1,-5
CC(=O)N1c2c(cc(Br)cc2S(=O)(=O)N2CCN(c3ccccn3)CC2)CC1C (stereo not given),29,4.6,2,-5,-18,4,37,-1,3
O=C(CNc1ccc2c(c1)OCO2)N/N=C\c1cn(Cc2ccccc2)c2ccccc12,-16,2.4,18,-12,-6,-4,1,8,-1
CC(=O)c1ccc(N2CCN(C(=O)c3ccc(OCc4c(C)noc4C)cc3)CC2)cc1,14,5.0,7,-3,-12,0,16,2,-2
NCC(c1ccco1)c1c[nH]c2ccccc12 (stereo not given),-1,-0.1,0,2,.,-4,3,3,-6
CC1(C)Cc2c(sc3nc(SCC(=O)NCc4ccccc4)n(-c4ccccc4)c(=O)c23)CS1,0,-0.2,-7,21,-15,-2,5,-5,10
CCc1ccc(-c2ccc3nnc(SCC(=O)NCC4CCCO4)n3n2)cc1 (stereo not given),-15,-0.5,14,-17,-25,-5,-2,5,-8
Clc1ccc(CNCC2CCCO2)c(Cl)c1 (stereo not given),-44,0.1,-7,-4,-12,-8,2,3,-5
O=C(Cn1nc(C(=O)O)c2ccccc2c1=O)Nc1cc(C(F)(F)F)ccc1-n1cncn1,11,1.1,5,-14,-24,-2,1,8,-3
CC1(C)CC(=O)C=C(Nc2ccc(C(=O)O)cc2)C1,-24,-0.5,-6,18,7,-2,19,-8,3
COc1ccc(Cl)cc1NC(=O)NNC(=O)c1ccccn1,-31,3.8,13,1,.,-1,2,5,-7
Cc1cccc(OCC(=O)NNC(=O)CCN2CCN(c3ccccc3)CC2)c1C,-7,1.0,23,-11,-25,-2,-1,7,-4
CC(C)(C)C1CCC2(CC1)C(Nc1cccc(C(F)(F)F)c1)=NC(=S)N2CC#N (stereo not given),-10,0.5,4,-6,-1,-3,1,13,-10
O=C1CC(NC(=O)c2ccc(Cl)cc2)C(=O)N1 (stereo not given),0,0.4,-19,1,-1,0,2,4,6
CCCCn1c(=NC(C)=O)c(C#N)cc2c(=O)n3cccc(C)c3nc21,-34,-0.4,2,-14,-13,-4,-3,4,-31
O=S(=O)(Nc1ncccn1)c1cc(Cl)ccc1Cl,-25,-0.1,-9,12,-12,1,1,15,-10
Nc1ccc(Br)cc1Br,-12,0.7,4,-8,1,-6,-3,0,-3
COC(=O)[C@]12CCCCC=C1N(Cc1ccc(Cl)cc1Cl)C(=O)[C@H](CC(=O)NCc1cccc(C(F)(F)F)c1)C2,-13,1.4,5,-18,.,.,-1,.,.
COc1cccc2c(C)cc(N3CCCCCC3)nc12,-16,-0.3,0,2,-14,-11,9,-8,4
CCc1nnc(NC(=O)c2ccc(-c3ccccc3F)o2)s1,-17,0.5,1,-11,9,-5,-1,4,3
COc1cc(CCCN2C(=S)NC[C@@H]2CCCCN)cc(OC)c1OC,-3,0.5,8,-10,4,-5,2,4,-4
NC(=O)Nc1ccc(C(=O)N2CCN(S(=O)(=O)Cc3ccccc3)CC2)cc1,16,0.2,1,-11,-5,-3,3,0,4
Cc1ccc(SCc2nc3ccccc3n2CC(=O)Nc2ccc(Cl)cc2)cc1,25,3.2,0,12,-16,-3,16,-5,21
CCN1CCC2(CC1)N=C(c1ccc(F)cc1)C(=S)N2C(=O)c1ccc(C(C)(C)C)cc1,-7,0.6,-7,8,-4,-15,11,-28,101*
Cc1ccc(S(=O)(=O)N2CCN(c3ccc(C(=O)N4CCOCC4)cc3[N+](=O)[O-])CC2)cc1,0,6.8,18,-11,-1,-6,4,1,-5
COC(=O)c1c(C(=O)OC)c(-c2ccccc2)n2c1CS(=O)(=O)C2,7,-0.2,-6,26*,-11,-1,0,1,-1
Cc1cccc(-n2ncc(Cl)c(Cl)c2=O)c1,-10,0.2,5,3,-4,-2,6,11,-18
CCN(CC)C1CCN(C(=O)c2ccc(OC3CCN(CCc4ccccc4)CC3)cc2)C1 (stereo not given),-2,1.2,8,-17,-6,-6,1,-22,62*
O=c1[nH]c2ccccc2cc1-c1nnn(-c2ccc(Cl)c(Cl)c2)n1,4,0.1,-1,-9,-4,-3,14,3,-1
CSC(=NC#N)N1CCN(c2ccccc2)CC1,-17,0.8,18,-14,-6,-6,2,14,-12

# Of the compounds above, eight contain an aryl thioether with sulfur outside any ring:
SMILES,TAAR1 antagonist,CHO-K1 Ca ag,CHO-K1 Ca PAM,CHO-K1 Ca antag,CHO parental Ca,M1 ag,TAAR1 agonist,M1 PAM,M1 antag
CC(Sc1nc(N)cc(=O)[nH]1)C(=O)NCC(=O)Nc1ccc(F)c(F)c1F (stereo not given),-5,-0.1,5,-7,-10,-4,7,9,-8
Cc1cc(C(=O)CSc2nnc(-c3ccco3)o2)c(C)n1Cc1ccco1,22,3.1,9,-2,-12,-2,6,-1,1
Cc1cc(Br)ccc1NC(=O)CNC(=O)CSc1ncccn1,-14,3.2,2,16,-10,-2,3,-3,10
O=C(CSc1nc2c(c(=O)n1-c1ccc(Br)cc1)SCC2)NCC1CCCO1 (stereo not given),.,-0.8,2,-2,-14,-5,.,4,-4
O=[N+]([O-])c1ccccc1CSc1ccccn1,-15,0.6,18,6,2,-6,-2,7,-9
CC1(C)Cc2c(sc3nc(SCC(=O)NCc4ccccc4)n(-c4ccccc4)c(=O)c23)CS1,0,-0.2,-7,21,-15,-2,5,-5,10
CCc1ccc(-c2ccc3nnc(SCC(=O)NCC4CCCO4)n3n2)cc1 (stereo not given),-15,-0.5,14,-17,-25,-5,-2,5,-8
Cc1ccc(SCc2nc3ccccc3n2CC(=O)Nc2ccc(Cl)cc2)cc1,25,3.2,0,12,-16,-3,16,-5,21

# Assay outcomes as filed in PubChem BioAssay.
